KLK5 inh – human KLK5 protease inhibitors, primary screen, biochemical, 1536-well. Kallikrein-5 (Homo sapiens), Q9Y337. recombinant hK5, fluorogenic AMC substrate cleavage. inhibition, % at 5 µM. hit rate 0.59% among 210,000. AID 873, 2007;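 active = inhibition of 40% or more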;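 also: 0% = enzyme controls without compound and 100% = no-enzyme blanks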
Target sequence (Q9Y337 67-293 limits assumed): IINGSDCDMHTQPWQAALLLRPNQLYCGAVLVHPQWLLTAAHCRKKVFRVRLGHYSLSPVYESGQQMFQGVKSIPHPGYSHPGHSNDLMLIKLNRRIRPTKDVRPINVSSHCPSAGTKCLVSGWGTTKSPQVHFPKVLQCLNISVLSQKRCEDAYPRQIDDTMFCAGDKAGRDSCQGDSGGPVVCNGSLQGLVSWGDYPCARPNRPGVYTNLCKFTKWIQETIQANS
p97 inhibitor – inhibitors of human p97 ATPase, primary screen, biochemical | recombinant p97 ATPase, Kinase-Glo ATP luminescence, 3 h | AID 1481, 2009 | Transitional endoplasmic reticulum ATPase (Homo sapiens), P55072 | hit rate 0.42% among 220,000 | inhibition, % at 8 µM; in the data active = inhibition above about 15%;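 also: 0% = DMSO vehicle and 100% = wells lacking enzyme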
Wee1 degr inh – Wee1 degradation inhibitors, primary screen, cell-based, HeLa, Wee1K328M-luciferase, luminescence | Wee1-like protein kinase (Homo sapiens), P30291 | hit rate 1.2% among 220,000 | reporter increase, % at 5 µM | HeLa Luc-Wee1K328M stability; 100% = proteasome inhibitor MG132 effect;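 active = activation above the mean of all tested compounds plus 3 SD, set per screening run, cut at about 8.8% in these data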;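 also: cells exposed to compound for 20 h before luminescence read; 0% = DMSO alone and 100% = MG132 at 30 µM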
FXIIa inh 1536 – human FXIIa protease inhibitors, primary screen, biochemical, 1536-well | Coagulation factor XII (Homo sapiens), P00748 | purified FXIIa, Boc-QGR-AMC fluorogenic substrate, 2 h | inhibition, % at 5 µM | hit rate 0.3% among 220,000 | AID 800, 2007; in the data active = inhibition above about 40%;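 also: 0% = enzyme with no compound and 100% = blank without enzyme; many of its hits are not listed in these tables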
14-3-3 Bad PPI – inhibitors of 14-3-3 zeta/Bad binding, primary screen, biochemical, TR-FRET, bovine 14-3-3 zeta; TR-FRET 14-3-3zeta/Dy647-pBad peptide displacement, 1 h; inhibition, % at 21.7 µM; hit rate 0.71% among 220,000;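 active = inhibition above about 70%, limit read from the data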;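 also: 0% = full 14-3-3 plus peptide FRET controls and 100% = background without 14-3-3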
FXIa inh – human FXIa protease inhibitors, primary screen, biochemical, 1536-well; Coagulation factor XI (Homo sapiens), P03951; purified FXIa, Boc-Glu-Ala-Arg-AMC fluorogenic substrate; inhibition, % at 5 µM; hit rate 0.14% among 220,000;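 active = inhibition of at least 40%; inactive = inhibition below 40%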;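 also: fluorescence of freed AMC excited at 355 nm; 0% = enzyme without compound and 100% = no enzyme blank; many of its hits are not listed in these tables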
Target sequence (P03951 19-387 limits assumed): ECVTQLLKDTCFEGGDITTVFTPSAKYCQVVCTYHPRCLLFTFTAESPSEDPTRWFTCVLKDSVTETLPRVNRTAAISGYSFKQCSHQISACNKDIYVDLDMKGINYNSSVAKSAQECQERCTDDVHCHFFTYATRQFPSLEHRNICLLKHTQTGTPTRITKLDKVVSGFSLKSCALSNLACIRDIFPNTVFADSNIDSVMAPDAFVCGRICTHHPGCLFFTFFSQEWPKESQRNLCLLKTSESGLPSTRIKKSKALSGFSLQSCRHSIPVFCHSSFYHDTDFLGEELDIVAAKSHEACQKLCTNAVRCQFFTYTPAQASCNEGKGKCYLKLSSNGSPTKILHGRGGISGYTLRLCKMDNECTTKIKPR
Target sequence (P03951 388-625 limits assumed): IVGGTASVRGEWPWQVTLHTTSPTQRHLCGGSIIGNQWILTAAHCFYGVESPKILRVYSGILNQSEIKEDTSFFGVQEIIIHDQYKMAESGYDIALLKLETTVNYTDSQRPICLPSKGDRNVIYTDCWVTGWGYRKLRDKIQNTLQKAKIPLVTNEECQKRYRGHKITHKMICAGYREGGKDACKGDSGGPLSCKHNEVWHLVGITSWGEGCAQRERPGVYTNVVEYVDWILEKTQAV
Rad51 HR inh – human RAD51 strand exchange inhibitors, primary screen, biochemical, fluorescence. DNA repair protein RAD51 homolog 1 (Homo sapiens), Q06609. hRad51 DNA strand exchange, fluorescence dequenching. inhibition, % at 10 µM. hit rate 0.085% among 200,000. AID 1385, 2008;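 active = inhibition above 40% at the single screening dose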;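 also: 0% = DMSO control wells and 100% = blanks with heterologous ssDNA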
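Test system: preformed human Rad51 ssDNA filaments. Compound dosing: single dose, 10 µM final compound. Incubation: filaments 15 min 37 °C, then compound 30 min. Technique: FRET fluorescence dequenching, excitation 485 nm, emission 520 nm. Read-out basis: percent inhibition from fluorescence, normalised to plate control and blank means. Benchmarks: plate controls and plate blanks.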
eIF4E-4G inh – eIF4E–eIF4G protein interaction inhibitors, primary screen, biochemical, uHTS, TR-FRET, eIF4GI fragment. Eukaryotic translation initiation factor 4E (Mus musculus) + Eukaryotic translation …. TR-FRET eIF4E-eIF4GI(517-606) binding, 2 h. inhibition, % at 21.7 µM. hit rate 0.37% among 220,000;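 active = inhibition above about 30%, limit read from the data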;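 also: 0% = full FRET control wells and 100% = background wells lacking eIF4GI fragment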
MDM2 E3 inh – MDM2-luciferase reporter signal enhancers, primary screen, MDM2 E3 ligase inhibitor project, cell-based, luminescence, 1536-well. E3 ubiquitin-protein ligase Mdm2 (Homo sapiens), Q00987. cell-based MDM2 ubiquitination luciferase reporter, 2 h; 0 = plate control, 100 = twice control, blank-subtracted. signal enhancement, % at 5 µM. hit rate 0.11% among 210,000. AID 1230, 2008;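 active = signal enhancement of 30% or more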;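 also: luminescence tracks abundance of the self-degrading MDM2-luciferase fusion protein; higher signal means inhibition of MDM2 E3 ligase activity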
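Timing – 2 h compound exposure at 37 °C · Assay system – mammalian cells stably expressing self-ubiquitinating, self-degrading MDM2 E3–luciferase fusion · Amount – 2000 cells seeded into each well · Measure – % luminescence enhancement versus blank-corrected plate control mean · Measured by – SteadyLite luminescence, 15 min reagent step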
* hit, by the source's call; . = no result given; [ ] = dose if it differs, or a comment. Outcome played no part in choosing rows; overall some 3.5% were active at least once.

Order of values: KLK5 inh	p97 inhibitor	Wee1 degr inh	FXIIa inh 1536	14-3-3 Bad PPI	FXIa inh	Rad51 HR inh	eIF4E-4G inh	MDM2 E3 inh
CCOC(=O)C1(CC2CCCCO2)CCN(Cc2nccn2-c2ccc(OC)cc2)CC1 (stereo not drawn)
  .	-6	-1	-1	-1	-4	.	3	-13
COc1cccc(CN2CCNC(=O)C2CC(=O)NCCn2cccn2)c1OC (stereo not drawn)
  -4	2	2	2	-12	-5	11	-2	-13
CC(=O)CCc1ccc(Oc2nc(-c3cccnc3)nc3ccccc23)cc1
  -2	5	1	2	-6	1	-6	4	-16
CCCNC(=O)C1CN(S(=O)(=O)c2ccccc2)CCN1S(=O)(=O)c1ccccc1 (stereo not drawn)
  -9	4	2	9	1[fluorescence artefact?]	-13	-2	-3	-12
C=CCn1c(SCC(=O)NC(=O)NCc2ccco2)nc2sc(CC)cc2c1=O
  -15	1	2	-1	-16[fluorescence artefact?]	-20	-8	-14	-1
COC(=O)N/N=C(/c1ccccc1)C1CCCCC1
  -1	4	-1	3	-22	-3	19	7	-20
CCOC(=O)n1c(=O)n(Cc2ccccc2Cl)c2ccccc21
  7	-2	-2	9	-5	5	-7	-2	-7
COc1ccccc1C(O)(C(=O)NNc1cccc(C)c1)c1ccccc1OC
  -1	8	0	13	-7[fluorescence artefact?]	8	.	-2	-6
CC(C)n1c(=NC(=O)c2ccco2)c(C#N)cc2c(=O)n3ccccc3cc21
  4	3	0	-3	9	-2	.	2	-11
O=c1/c(=C\c2cccn2-c2ccccc2)sc2nc3ccccc3n12
  -23	0	4	1	12[fluorescence artefact?]	-5	-5	-58	-24
Cc1sc2ncnc(NCc3ccco3)c2c1C
  1	-7	-1	14	-1	3	.	4	-5
O=C1Nc2ncccc2OC1CCCl (stereo not drawn)
  -5	-1	2	12	12[fluorescence artefact?]	-10	.	12[fluorescence artefact?]	-4
CC1(C)CC(=O)C2=C(C1)NCN(Cc1ccc3c(c1)OCO3)C2
  -3	6	0	-2	-7	3	14	1	18
O=C(N/N=C/c1c[nH]c2ccccc12)c1cc(-c2ccc3ccccc3c2)n[nH]1
  -7	2	3	12	13[fluorescence artefact?]	7	-7	5	-13
COc1ccc(S(=O)(=O)N(C)CC(=O)Nc2ccc(C(F)(F)F)cc2)cc1Cl
  -1	0	2	-3	14	-6	-19	8	-15
COc1ccccc1Oc1ccc(N/C=C/C(=O)c2ccco2)cc1
  -1	4	0	5	-16	-2	6	2	-9
COC(=O)NC1(C(=O)O)CCCC1
  -1	7	4	4	-17	3	6	-3	-9
COc1ccc(CC(=O)O/N=C(\N)Cc2ccc(OC)c(OC)c2)cc1
  -2	2	5	15	4	4	8	-7	-10
COc1ccc(N(CC(=O)NC2CCCC2)C(=O)c2ccc(N3CCCCC3)nc2)cc1
  -14	-1	-1	-1	-7[fluorescence artefact?]	14	-14	4[fluorescence artefact?]	-11
CCOC(=O)C1=C(C(F)(F)F)Nc2ncnn2C1c1cc(OC)ccc1OC (stereo not drawn)
  -12	2	5	14	-12	2	6	16	9

Reprinted from the part before: three entries, then new ones.
Order of values: KLK5 inh	p97 inhibitor	Wee1 degr inh	FXIIa inh 1536	14-3-3 Bad PPI	FXIa inh	Rad51 HR inh	eIF4E-4G inh	MDM2 E3 inh
COc1ccc(CC(=O)O/N=C(\N)Cc2ccc(OC)c(OC)c2)cc1
  -2	2	5	15	4	4	8	-7	-10
COc1ccc(N(CC(=O)NC2CCCC2)C(=O)c2ccc(N3CCCCC3)nc2)cc1
  -14	-1	-1	-1	-7[fluorescence artefact?]	14	-14	4[fluorescence artefact?]	-11
CCOC(=O)C1=C(C(F)(F)F)Nc2ncnn2C1c1cc(OC)ccc1OC (stereo not drawn)
  -12	2	5	14	-12	2	6	16	9
CCc1ccc(-c2nc(CSCC(=O)NCCCN3CCCC3=O)c(C)o2)cc1
  -4	-4	-2	17	0[fluorescence artefact?]	3	-39	6[fluorescence artefact?]	-2
Cc1ccc(OC(=O)CCC(=O)Nc2ccc(Br)cc2)cc1
  -11	3	5	3	10	-1	.	5[fluorescence artefact?]	-11
CCn1cc(NC(=O)CCl)c(C)n1
  -8	-2	-1	3	-1	-4	21	-1	-11
COc1ccc(S(=O)(=O)Nc2nnc(C(C)(C)C)s2)cc1
  -18	-2	0	-2	25	-12	1	2	-18
COc1ccc2nc(C)cc(SCC(=O)N/N=C/c3ccc(O)cc3O)c2c1
  -4	2	-2	11	-2[fluorescence artefact?]	2	-12	-7	0
CN(C)C(CNC(=O)c1ccc2c(=O)n(-c3ccccc3F)c(=S)[nH]c2c1)Cc1ccccc1 (stereo not drawn)
  5	-1	0	5	0	0	-7	-3	-12
CC(C)CC(=O)c1c[nH]c(C(=O)NCCCN2CCOCC2)c1
  -10	-2	-2	5	-18	-2	2	-4	1
O=C(O)C1C2C=CC(C2)C1C(=O)OCC1CCCO1 (stereo not drawn)
  -3	5	4	6	-3[fluorescence artefact?]	0	-2	-7[fluorescence artefact?]	-10
CCOc1nc(NCCC2=CCCCC2)nc(N2CCOCC2)n1
  -16	-7	0	10	8	5	-1	5	-8
Nc1nc(-c2ccccc2)cn1/N=C/c1ccccc1
  2	7	5	9	-8	2	-3	-3	-13
Cc1ccccc1CSc1ccc(-c2ccc3c(c2)OCO3)nn1
  -6	-8	2	3	-2[fluorescence artefact?]	1	0	7[fluorescence artefact?]	-15
Oc1cccc(C(O)CNCc2ccc(OCc3ccc(Cl)cc3Cl)cc2)c1 (stereo not drawn)
  -13	2	3	0	-9	-7	19	-1	14
COc1ccc(OC)c(C2C3=C(N=C4SCC(=O)N42)c2ccccc2CC3)c1 (stereo not drawn)
  1	-2	0	26	3	18	-2	7	-27
N/C(=N\OS(=O)(=O)c1cccc([N+](=O)[O-])c1)c1ccncc1
  -7	2	0	5	2	-4	2	1[fluorescence artefact?]	-2
O=C(CCCCCNC(=O)c1ccccc1)N=Nc1c(O)[nH]c2c(Br)cc(Br)cc12
  -4	0	2	10	-11	1	-6	1	-19
Cc1cccc(NC(=O)Cn2nnc3sc4c(c3c2=O)CC(C)(C)OC4)c1
  8	-5	6	24	-1	3	0	-4	-12
c1coc(CNc2nc(N3CCCCC3)nc3ccccc23)c1
  -6	1	-1	8	48	-3	-11	7	-6
CN(C)CCNc1nc2c(c(=O)[nH]c(=O)n2C)n1CC(O)COc1ccc(Cl)cc1Cl (stereo not drawn)
  -1	-7	8	8	-13	0	0	-9	0
COCCCNC(=O)c1ccc(Cn2c(=O)[nH]c3ccccc3c2=O)cc1
  -9	3	7	1	-3	-3	.	2	.
Cc1ccc(NC(=O)C2CCCCC2C(=O)O)cc1Cl (stereo not drawn)
  -5	5	0	4	-3	3	2	0	-5

Structural class, the compounds so far with bromine
Order of values: KLK5 inh	p97 inhibitor	Wee1 degr inh	FXIIa inh 1536	14-3-3 Bad PPI	FXIa inh	Rad51 HR inh	eIF4E-4G inh	MDM2 E3 inh
Cc1ccc(OC(=O)CCC(=O)Nc2ccc(Br)cc2)cc1
  -11	3	5	3	10	-1	.	5[fluorescence artefact?]	-11
O=C(CCCCCNC(=O)c1ccccc1)N=Nc1c(O)[nH]c2c(Br)cc(Br)cc12
  -4	0	2	10	-11	1	-6	1	-19

(cont.)
Order of values: KLK5 inh	p97 inhibitor	Wee1 degr inh	FXIIa inh 1536	14-3-3 Bad PPI	FXIa inh	Rad51 HR inh	eIF4E-4G inh	MDM2 E3 inh
C=CCn1nnnc1SCC(=O)Nc1ccccc1C(=O)OC
  4	1	-3	13	10[fluorescence artefact?]	-2	-4	-4[fluorescence artefact?]	6
O=C(NCc1cccs1)C1CCN(S(=O)(=O)c2ccc3c(c2)OCCO3)CC1
  -15	-4	0	18	-3	0	6	2	-13
Cn1cc(Cl)c(C(=O)NNC(=S)NC2CCCCC2)n1
  -63	1	5	12	1	7	.	-5	-3
CNC(=S)NNC(=O)c1ccc(=O)n(Cc2ccc(Cl)cc2Cl)c1
  -1	1	-3	6	-11	-1	-127	-2	-2
CC1=C(C(N)=O)C(c2ccc(Cl)cc2)NC(=O)N1 (stereo not drawn)
  26	3	-1	16	-10	1	3	4	-42

Full records, quoted from the list:
CNC(=S)NNC(=O)c1ccc(=O)n(Cc2ccc(Cl)cc2Cl)c1 is listed with KLK5 inh: -1; p97 inhibitor: 1; Wee1 degr inh: -3; FXIIa inh 1536: 6; 14-3-3 Bad PPI: -11; FXIa inh: -1; Rad51 HR inh: -127; eIF4E-4G inh: -2; MDM2 E3 inh: -2
CC1=C(C(N)=O)C(c2ccc(Cl)cc2)NC(=O)N1 (stereo not drawn) is listed with KLK5 inh: 26; p97 inhibitor: 3; Wee1 degr inh: -1; FXIIa inh 1536: 16; 14-3-3 Bad PPI: -10; FXIa inh: 1; Rad51 HR inh: 3; eIF4E-4G inh: 4; MDM2 E3 inh: -42
